High-throughput results deposited in PubChem BioAssay by several laboratories.
NCOA2 inhibitor – human SRC2 (NCOA2) inhibition | actives 0.17% (n = 370,000) | inhibition, % at 9 µM | AID 651957 | HEK293 GAL4-SRC2 luciferase reporter, luminescence | Q15596;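 active = inhibition above the mean inhibition of all tested compounds plus 3 SD, set per campaign, cut at about 52% in these data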;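 also: 0% = DMSO treated cells and 100% = cells given Gossypol at 36 µM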
Target sequence (Q15596 whole entry, looked up, the tested form may be a part): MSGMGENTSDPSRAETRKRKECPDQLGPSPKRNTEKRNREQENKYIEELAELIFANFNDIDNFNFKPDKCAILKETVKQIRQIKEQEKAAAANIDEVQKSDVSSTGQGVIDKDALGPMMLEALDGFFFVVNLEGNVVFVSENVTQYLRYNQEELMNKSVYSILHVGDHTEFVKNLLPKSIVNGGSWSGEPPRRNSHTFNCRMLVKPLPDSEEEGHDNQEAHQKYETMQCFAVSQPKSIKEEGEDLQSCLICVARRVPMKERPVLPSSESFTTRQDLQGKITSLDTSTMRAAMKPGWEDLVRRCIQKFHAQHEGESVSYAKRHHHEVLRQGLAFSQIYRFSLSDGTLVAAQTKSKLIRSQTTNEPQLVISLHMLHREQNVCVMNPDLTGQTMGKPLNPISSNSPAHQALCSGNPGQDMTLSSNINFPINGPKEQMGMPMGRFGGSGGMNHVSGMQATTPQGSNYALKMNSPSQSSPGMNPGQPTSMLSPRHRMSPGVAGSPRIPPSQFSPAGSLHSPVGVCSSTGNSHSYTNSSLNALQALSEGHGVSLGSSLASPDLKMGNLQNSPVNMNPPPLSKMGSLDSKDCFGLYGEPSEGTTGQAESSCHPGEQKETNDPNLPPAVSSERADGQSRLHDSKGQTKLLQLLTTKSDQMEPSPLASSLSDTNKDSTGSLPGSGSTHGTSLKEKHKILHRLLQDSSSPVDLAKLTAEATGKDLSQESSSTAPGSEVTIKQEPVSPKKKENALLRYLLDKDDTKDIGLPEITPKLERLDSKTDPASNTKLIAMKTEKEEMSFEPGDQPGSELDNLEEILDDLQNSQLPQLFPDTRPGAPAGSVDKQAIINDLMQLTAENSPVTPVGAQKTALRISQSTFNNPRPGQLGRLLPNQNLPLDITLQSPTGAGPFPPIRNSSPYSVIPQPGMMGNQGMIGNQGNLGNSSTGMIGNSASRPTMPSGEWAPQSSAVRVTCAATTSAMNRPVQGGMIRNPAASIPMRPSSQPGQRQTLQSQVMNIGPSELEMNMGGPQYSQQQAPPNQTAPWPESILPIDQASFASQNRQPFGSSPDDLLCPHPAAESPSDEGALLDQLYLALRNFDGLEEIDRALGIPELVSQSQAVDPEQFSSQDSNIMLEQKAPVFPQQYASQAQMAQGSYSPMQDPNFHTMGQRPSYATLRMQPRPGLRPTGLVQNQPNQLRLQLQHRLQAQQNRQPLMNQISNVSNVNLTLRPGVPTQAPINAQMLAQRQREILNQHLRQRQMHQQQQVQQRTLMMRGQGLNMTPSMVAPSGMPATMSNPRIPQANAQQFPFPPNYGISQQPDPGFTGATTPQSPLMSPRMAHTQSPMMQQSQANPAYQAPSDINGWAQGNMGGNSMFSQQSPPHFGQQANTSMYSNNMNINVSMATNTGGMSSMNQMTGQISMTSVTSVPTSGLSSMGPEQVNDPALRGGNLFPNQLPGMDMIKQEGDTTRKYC
SRC1 inh – human NCOA1 inhibition | HEK293 GAL4-SRC1 luciferase reporter, luminescence | Q15788 | inhibition, % at 3.6 µM | actives 0.12% (n = 360,000);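 active = inhibition above the campaign mean plus 3 SD, with each screening campaign given its own cutoff, cut at about 60% in these data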;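 also: 0% = DMSO treated cells and 100% = gossypol at 36 µM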
LRH-1 inv ag – inverse agonists of human LRH-1 (NR5A2); actives 0.13% (n = 360,000); O00482; HEK293T StAR-luciferase reporter, LRH-1 transfected, 24 h; AID 602396; inhibition, % at 3.6 µM;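 active = inhibition above the mean inhibition of all tested compounds plus 3 SD, cut at about 73% in these data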;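 also: 0% = DMSO wells and 100% = reporter-only cells lacking LRH-1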
NCOA3 inh – human NCOA3 inhibition; actives 0.17% (n = 360,000); Q9Y6Q9; AID 588352; inhibition, % at 3.6 µM; HEK293 GAL4-SRC3 luciferase reporter, luminescence;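 active = inhibition above a per-campaign cutoff, the mean of all compounds plus 3 SD, cut at about 60% in these data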;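 also: 0% = DMSO-treated cells and 100% = gossypol-treated cells at 36 µM; higher means less SRC3-driven luciferase light from the GAL4 reporter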
C8 TRAIL sens – sensitizes caspase-8 expressing cells to TRAIL. NB7+C8 cells + TRAIL, ATPlite viability luminescence. inhibition (viability loss, TRAIL sensitization), % at 10 µM. actives 1% (n = 360,000);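 active = compounds causing at least 50% loss of cell viability in the single-dose screen, relative to plate controls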
TROY NFkB inh – TROY signaling inhibition; AID 1347056; inhibition, % at 10 µM; actives 0.98% (n = 360,000); Q293 LMP1-TROYcd NF-kB luciferase reporter, 4 h;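 active = compounds whose plate-normalised and pattern-corrected inhibition of the luciferase reporter signal at the single screening dose is 50% or more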
KKLEB cytotox – CF airway cell cytotoxicity counter-screen; KKLEB CF airway cells viability, ATPlite luminescence, overnight; hits give low values; cells stimulated with P. aeruginosa culture filtrate; activity change (cytotoxicity), % at 5 µM; actives 0.36% (n = 360,000); AID 602141;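 active = corrected activity change at or below -50% at 5 µM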
NR2F2 inh – NR2F2 (human) inhibition, primary screen; P24468; inhibition, % at 8.6 µM; HEK293T NGFI-A luciferase reporter, luminescence; actives 0.7% (n = 370,000);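 active = inhibition above a per-plate cutoff, mean inhibition of test wells between control levels plus 3 SD, cut at about 38% in these data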;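 also: cells cotransfected with COUP-TFII expression vector driving the NGFI-A reporter; 0% = median of COUP-TF2 test wells and 100% = reporter-only cells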
EBV LMP1 NFkB – inhibitors of Epstein-Barr LMP1-induced NF-kappaB reporter; inhibition, % at 12.5 µM; LMP1-induced NF-kappaB luciferase reporter cells, luminescence; AID 504558; actives 0.69% (n = 350,000); in the data active = inhibition above about 41%;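 also: 0% = neutral control wells and 100% = reference inhibitor control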
CF NFkB inh – cystic fibrosis NF-kB activation inhibition | actives 0.86% (n = 360,000) | KKLEB NF-kB-GFP reporter, PAF-induced, GFP fluorescence overnight | inhibition, % at 5 µM;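 active = at least 50% inhibition at 5 µM, scaled per plate between neutral and stimulator controls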;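 also: PAF is a Pseudomonas aeruginosa culture filtrate used as stimulus; plate controls were PAF-stimulated DMSO wells for no effect and unstimulated DMSO wells for full effect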
TWEAK-Fn14 inh – inhibitors of TWEAK-Fn14 interaction signaling. inhibition, % at 10 µM. actives 2% (n = 360,000). AID 1159606. TWEAK-stimulated Fn14 reporter cells, luciferase luminescence, 8 h; in the data active = inhibition above about 50%
* marks the source's active call; other numbers are inactive results; · = no result given.

SMILES	NCOA2 inhibitor	SRC1 inh	LRH-1 inv ag	NCOA3 inh	C8 TRAIL sens	TROY NFkB inh	KKLEB cytotox	NR2F2 inh	EBV LMP1 NFkB	CF NFkB inh	TWEAK-Fn14 inh
CC(NC(=O)c1ccc(NC2=NC3CS(=O)(=O)CC3S2)cc1)c1ccccc1 (stereo not drawn)	-5	-8	-29	-2	-4	13	3	-9	3	0	6
COc1ccc(N2CCN(CCCNC(=O)Cn3c(=O)c4cccn4c4cccnc43)CC2)cc1	-12	6	-6	-23	6	-15	5	0	-2	-12	1
NC(=O)CCCn1c(C(=O)c2cc(Cl)c(N)c(Cl)c2)c2ccc([N+](=O)[O-])cc2[n+]1[O-]	8	-2	10	1	-10	-14	-2	4	-2	-30	-26
COc1ccc(NC(=O)c2cc(S(=O)(=O)N3CCCC3)ccc2C)cn1	-23	-8	-12	-5	-8	-2	4	13	1	7	7
CCCC(=O)Nc1cccc(-c2cn3ccsc3n2)c1	-9	-13	-27	-3	13	-14	-8	-13	0	2	-15
Cc1cc(C)nc(N/N=C/c2ccc3c(c2)OCCO3)n1	-8	-19	-20	-27	5	-8	0	-21	-2	-10	19
CC1=C(C(=O)OCC2CCCO2)C(c2ccc(F)cc2)NC(=O)N1 (stereo not drawn)	7	-6	3	2	2	-25	-19	14	4	-1	-10
CCc1ccc(NC(=S)N(CCCN2CCOCC2)Cc2ccco2)cc1	-13	-7	3	16	-4	-45	6	-1	-3	-2	-4
CC(=O)N1CCC(C(=O)Nc2nc(-c3ccccc3)ns2)CC1	-18	-4	-11	-6	-1	-16	0	-12	-23	-11	15
NC(c1csc(Nc2ncccn2)n1)c1ccccc1Cl (stereo not drawn)	12	-14	-10	-21	7	9	-11	15	·	5	-33
CCOc1ccc(NC(=O)C2CCCN(C(=O)NCc3ccccc3)C2)cc1 (stereo not drawn)	-3	12	-9	-8	-5	2	0	15	-4	-4	6
CCn1cc(Cl)c(C(=O)Nc2ccc3c(c2)OCCO3)n1	-8	-99	-106	-77	52*	19	2	-34	10	-9	47
O=C(Cc1ccccc1)NC1CCN(C(=O)c2ccc([N+](=O)[O-])cc2)CC1	2	7	-1	2	-12	-1	-3	12	2	-6	10
O=C(Nc1ccc(-c2cn3ccsc3n2)cc1)C1COc2ccccc2O1 (stereo not drawn)	-7	-31	-32	-41	23	57*	6	0	-4	-12	45
Cc1ccc(C)c(NC(=O)CCN2C(=O)C3CC=CCC3C2=O)c1 (stereo not drawn)	-9	5	16	2	-7	-17	26	-4	2	4	-5
COc1ccccc1NS(=O)(=O)c1ccc(-c2cc(C)no2)s1	12	9	16	-16	20	7	13	17	-1	4	18
CN1C(=O)c2ccc(N(C)C)cc2C1=O	-65	1	0	5	4	-12	17	-9	-11	-10	-20
Cc1csc(=O)n1CC(=O)OCc1nnc(-c2ccc([N+](=O)[O-])cc2)o1	-20	-2	4	4	1	-3	-23	17	-3	15	2
C=CCSc1nnc(-c2c[nH]c3ccccc23)n1CC	27	-8	-35	-41	9	-3	0	-12	8	-17	-18
Cc1cc(Cn2nc(C(=O)NCc3cccc(C(F)(F)F)c3)cc2-c2ccccc2)on1	8	-10	0	0	-4	4	-36	10	-8	17	-14
CC(=O)NN1C(=O)/C(=C/c2ccc(C(C)C)cc2)SC1=S	5	-12	6	-3	-1	-28	-9	1	-5	10	0
O=C(O)c1ccccc1CSc1nc2ccccc2n1Cc1ccccc1C(=O)O	-18	-16	9	4	-1	17	15	-10	5	-7	6
COC1CCN(C(=O)CC2C(=O)NCCN2CC(C)(C)C)CC1 (stereo not drawn)	3	11	3	1	0	4	18	9	-4	-1	11
CCOC(=O)Cc1csc(NC(=O)C(CC(C)C)NC(=O)C2CCCCC2)n1 (stereo not drawn)	16	-5	-12	8	-4	-3	3	4	-1	11	13
CCC(=O)N(CCC(c1ccco1)c1ccccc1OC)Cc1cccs1 (stereo not drawn)	18	-20	-23	10	6	-5	-3	6	2	-4	-4
COCC(C)n1c(SCC(=O)Nc2c(C)n(C)n(-c3ccccc3)c2=O)nc2ccccc2c1=O (stereo not drawn)	13	1	-22	17	2	-2	-17	-1	-6	13	21
COc1ccc(CCNC(=O)c2cc(S(=O)(=O)N3CCC4(CC3)OCCO4)ccc2F)cc1OC	15	-1	5	7	2	19	22	5	0	-9	11
CC1=C(C)/C(=N\OS(=O)(=O)c2ccc(C)cc2)C=CC1=O	6	-18	8	17	46	-17	-36	27	-6	72*	93*
O=C(Oc1nsnc1N1CCCCC1)N1CCOCC1	-11	9	33	7	-9	6	-1	-10	-6	-1	10
O=C(c1cc(-c2ccc(Cl)cc2Cl)on1)N1CCCCCC1	-80	-122	-204	-146	15	-1	-9	-20	-26	3	24
Fc1ccc(CNc2ncnc3c2cnn3-c2ccccc2)cc1	-32	-14	-39	-5	34	-36	0	-6	-4	-10	25
Cc1ccc(NC(=O)Cc2nnc(SCC(=O)Nc3ccc(N4CCOCC4)cc3)n2C)cc1	11	-11	54	-5	19	-14	4	-5	-15	-1	-15
CCOc1ccc(-n2cc(C(=O)Nc3cccc(OC)c3)c3cc(OC)c(OC)cc3c2=O)cc1	-10	-12	12	7	-1	-3	4	10	3	-13	16
CCc1nc2c(OCC(=O)C(C)(C)C)cccn2c1N(C)C(=O)C1CC1	-15	-2	-17	-1	-25	12	10	-1	·	-11	-10
O=C(/C=C/c1ccccc1)NC(=S)Nc1ccccc1C(=O)NC1CCCCC1	-7	-2	-2	0	4	-28	4	-15	-1	9	-6
COc1ccc(Br)cc1CN(C)C(=O)C1=CC=CN2CCS(=O)(=O)N=C12	-35	6	15	-11	-5	-13	-8	7	5	4	4
Cc1oc(C(C)(C)C)cc1C(=O)NC(Cc1ccccc1)C(=O)O (stereo not drawn)	-17	-3	3	22	-19	-9	-7	-21	0	18	12
C=CCn1c(-c2cccc(S(=O)(=O)N3CCOCC3)c2)n[nH]c1=S	2	-2	19	3	13	11	-14	-6	-1	-1	1
O=S(=O)(c1ccccc1)c1cnn(-c2ccccc2)c1-c1ccc(Cl)cc1	4	-29	11	7	7	-17	-2	-4	-9	13	19
CCn1nc(C)cc1C(=O)NC1CC(C)(C)Cc2c1cnn2-c1cccc(F)c1 (stereo not drawn)	-1	5	-8	-4	3	-22	-16	4	14	30	-5

Printed as active in TWEAK-Fn14 inh, among the entries above:
SMILES,NCOA2 inhibitor,SRC1 inh,LRH-1 inv ag,NCOA3 inh,NR2F2 inh,EBV LMP1 NFkB,CF NFkB inh,TWEAK-Fn14 inh
CC1=C(C)/C(=N\OS(=O)(=O)c2ccc(C)cc2)C=CC1=O,6,-18,8,17,27,-6,72*,93*

Following part.
SMILES	NCOA2 inhibitor	SRC1 inh	LRH-1 inv ag	NCOA3 inh	C8 TRAIL sens	TROY NFkB inh	KKLEB cytotox	NR2F2 inh	EBV LMP1 NFkB	CF NFkB inh	TWEAK-Fn14 inh
COc1ccc2cc3cc(C(=O)NCC4COc5ccccc5O4)oc3nc2c1 (stereo not drawn)	0	-9	1	7	-6	-1	-7	-4	15	16	3
COc1cccc(-c2sc3ccccc3c2-c2ccc(OCCN3CCCC3)cc2)c1	-11	-3	1	-3	29	4	-28	2	-5	54*	-15
COc1ccc(SC[C@H](C)CN2CC[C@H](NC(=O)OCc3ccccc3)CCC2=O)cc1	21	15	14	0	20	-5	-13	15	-6	-9	1
O=C(O)COc1ccccc1/C=N/NC(=O)C(O)c1ccccc1 (stereo not drawn)	6	-9	8	-1	8	12	5	16	-7	-3	-13
CC(NC(=O)Nc1ccc(Cl)cc1)c1ccc2c(c1)OCO2 (stereo not drawn)	-23	-13	-9	-15	11	-2	-10	-6	0	2	-55
COc1ccc(C(=O)N2CCCC(O)C2)cc1OC1CCN(C(C)C)CC1 (stereo not drawn)	12	-2	-3	5	0	-6	7	-11	0	-8	-7
CCCC(=O)Nc1ccccc1NC(=O)c1cc(OC)c(OC)c(OC)c1	-16	-17	2	-24	-8	8	0	2	-8	0	4
CN1CCCN=C1/C=C/c1cccs1	-21	-12	1	-5	-11	16	-6	25	-7	9	5
N#C/C(=C(/O)Cc1cccc2ccccc12)c1nc2ccccc2s1	-5	-6	-13	7	23	34	-24	-7	-6	40	-12
O=c1c2ccccc2c(/C=N/c2nnc(Cc3ccccc3)s2)c(O)n1-c1ccc(Cl)cn1	9	-1	-4	7	9	5	2	6	1	14	-3
CC1=NNC(=O)C1C(c1cccc(O)c1)C(C#N)C#N (stereo not drawn)	2	1	-3	5	3	10	5	-6	-2	-8	-12
Cn1c(=O)c2c(ncn2CC(COCc2ccc(Cl)cc2)OCc2ccc(Cl)cc2)n(C)c1=O (stereo not drawn)	21	18	-4	13	11	·	-27	25	-1	-6	31
Cc1cc(C(=O)OCC(=O)NC(C)C)c(C)o1	-4	-15	-17	13	-9	-7	-5	5	-5	4	-7
Cc1ccc2oc(C(=O)NCc3ccccc3)cc(=O)c2c1	2	-3	6	-4	9	3	-5	11	-5	-6	16
O=C1c2cccc(-c3ccc(C(F)(F)F)cc3)c2C2CC=CCN12 (stereo not drawn)	18	12	-24	-16	5	7	12	20	·	-15	-11
COc1cc2oc(=O)cc(CN(Cc3ccccc3)Cc3ccccc3)c2cc1Cl	0	16	26	13	3	10	-4	6	·	9	12
O=C(OCC(=O)N1CCc2ccccc21)c1c2c(nc3ccccc13)CCCC2	1	-18	-9	-8	32	-5	-7	17	1	6	38
CN(CC(=O)Nc1ccccc1Cl)C1CCS(=O)(=O)C1 (stereo not drawn)	-6	-12	-8	11	-6	-11	3	7	0	-11	4
CCC(CC)C(=O)N1CC(=O)Nc2ccc(F)cc2C1c1ccccc1 (stereo not drawn)	-8	5	-3	11	13	-6	10	-3	-7	-9	-22
CC(C)C(c1nnnn1Cc1ccccc1)N(CCCO)Cc1cc2cc3c(cc2[nH]c1=O)OCO3 (stereo not drawn)	-1	4	14	19	-15	1	17	18	0	6	-3
Cc1cccnc1Nc1nc(-c2ccc(O)cc2O)cs1	-36	-62	-26	-27	12	22	19	-12	-20	-44	-25
c1ccc(-c2csc(N3CCc4ccccc4C3)n2)cc1	-44	-57	-18	-34	5	-7	-2	-11	-13	6	0
CC(C)OC(=O)N(C)C[C@@H]1OCc2ccccc2-c2c(n(C)c3ccccc23)C(=O)N([C@@H](C)CO)C[C@H]1C	6	10	-16	-3	1	-6	6	1	10	-14	-2
S=C(NCc1ccccc1)NCc1ccccn1	-8	-21	-6	4	5	-6	-2	-6	-5	9	0
C/C(=N\NC(=O)CC1(C)OCCO1)c1cccs1	7	-17	3	16	-10	-4	-4	5	7	8	12
CCOC(=O)COc1cccc2c(=O)n(CC(=O)N3CCN(C(=O)OCC)CC3)ccc12	7	10	12	15	-5	0	-3	6	1	25	-5

Part of the list above with just SRC1 inh, C8 TRAIL sens and NCOA2 inhibitor:
structure | SRC1 inh | C8 TRAIL sens | NCOA2 inhibitor
CC(C)OC(=O)N(C)C[C@@H]1OCc2ccccc2-c2c(n(C)c3ccccc23)C(=O)N([C@@H](C)CO)C[C@H]1C | 10 | 1 | 6
S=C(NCc1ccccc1)NCc1ccccn1 | -21 | 5 | -8
C/C(=N\NC(=O)CC1(C)OCCO1)c1cccs1 | -17 | -10 | 7
CCOC(=O)COc1cccc2c(=O)n(CC(=O)N3CCN(C(=O)OCC)CC3)ccc12 | 10 | -5 | 7
